# Screening data (PubChem)
# AHR act – activates the human aryl hydrocarbon receptor. AHR-responsive luciferase reporter cells, luminescence. AID 2796. hit rate 2.5% among 320,000. activation, % at 5 µM. P35869; in the data active = activation above about 47%;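 note: 0% = vehicle wells and 100% = reference agonist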
# AGP1-GFP MLPCN – yeast TOR pathway AGP1-GFP modulation. S. cerevisiae AGP1-GFP multiplex flow cytometry, 3 h; GFP as percent of DMSO wells. GFP response vs DMSO, % at 10 µM. hit rate 0.02% among 320,000. AID 2066;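 active = GFP response relative to DMSO above a set limit, near screen average plus 3 SD, cut at about 150% in these data; inconclusive = fewer than 70 cells counted for the yeast strain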;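 note: median GFP channel fluorescence of the gated AGP1 strain per well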
# procasp3 activ – activates human procaspase-3; recombinant procaspase-3 D3A, Ac-DEVD-pNA absorbance 405 nm; hit rate 0.11% among 330,000; P42574; activation, % at 8.5 µM; AID 463141;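 active = activation above the mean of all tested compounds plus 3 SD, cut at about 21% in these data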;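 note: 0% = DMSO alone and 100% = DMSO wells spiked with extra 5 µM PC-3 D3A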
# Target sequence (P42574 whole entry D9A/D28A/D175A): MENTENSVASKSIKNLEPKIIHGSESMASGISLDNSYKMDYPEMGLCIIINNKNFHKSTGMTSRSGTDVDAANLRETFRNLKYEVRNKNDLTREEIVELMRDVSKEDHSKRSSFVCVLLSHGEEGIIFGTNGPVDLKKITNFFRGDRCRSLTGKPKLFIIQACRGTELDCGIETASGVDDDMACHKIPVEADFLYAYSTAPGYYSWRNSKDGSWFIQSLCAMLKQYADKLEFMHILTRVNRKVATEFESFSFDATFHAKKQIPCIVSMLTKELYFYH
#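 System: Procaspase-3 D3A mutant. Medium: Zinc-free 300 mM NaCl, 50 mM HEPES, 0.01% Triton X-100. Schedule: 1 h preincubation plus 2 h reaction at 25 °C. Measured by: 405 nm absorbance of p-nitroaniline, reads at 0 and 120 min. Read-out: percent activation relative to control range.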
# LAP4 TOR yeast – yeast TOR pathway LAP4-GFP modulation. S. cerevisiae LAP4-GFP multiplex, flow cytometry GFP, 3 h; median GFP as percent of DMSO wells. GFP response vs DMSO, % at 10 µM. hit rate 0.34% among 320,000. AID 2023;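 active = GFP response vs DMSO above a set limit, about the screen mean plus 3 SD, cut at about 150% in these data; inconclusive = under 70 cell events counted for the yeast strain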
# MEP2-GFP yeast – alters MEP2-GFP fluorescence in TOR pathway yeast screen; GFP response vs DMSO, % at 10 µM; hit rate 0.51% among 330,000; S. cerevisiae MEP2-GFP strain, flow cytometry GFP, 3 h; 100% = DMSO control level;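 active = GFP response versus DMSO above a set limit, roughly screen mean plus 3 SD, cut at about 180% in these data; inconclusive = fewer than 70 cells counted for a yeast strain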;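 note: median GFP fluorescence of the barcode-gated MEP2-GFP cells per well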
# RPL19A TOR yeast – modulators of TOR pathway RPL19A-GFP in S. cerevisiae; S. cerevisiae RPL19A-GFP strain, flow cytometry, 3 h; active compounds read low; percent response vs DMSO, % at 10 µM; hit rate 0.3% among 330,000; AID 2025;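 active = percent response vs DMSO below 50%; inconclusive = fewer than 70 events counted for the yeast strain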;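 note: median channel GFP fluorescence of the barcoded RPL19A-GFP strain; ratio of sample median GFP to plate DMSO average so 100% = DMSO; lower means less RPL19A-GFP as with rapamycin TOR inhibition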
# proCasp7 act – counter-screen: procaspase-7 (human) activation; recombinant procaspase-7, Ac-DEVD-pNA absorbance 405 nm; D23A/D198A/D206A triple mutant, cannot self-cleave; scale: DMSO 0, 5 µM enzyme 100; activation, % at 8.5 µM; hit rate 0.093% among 330,000;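 active = percent activation above the screen-wide mean plus 3 SD, cut at about 25% in these data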
# Target sequence (P55210 whole entry D23A/D198A/D206A): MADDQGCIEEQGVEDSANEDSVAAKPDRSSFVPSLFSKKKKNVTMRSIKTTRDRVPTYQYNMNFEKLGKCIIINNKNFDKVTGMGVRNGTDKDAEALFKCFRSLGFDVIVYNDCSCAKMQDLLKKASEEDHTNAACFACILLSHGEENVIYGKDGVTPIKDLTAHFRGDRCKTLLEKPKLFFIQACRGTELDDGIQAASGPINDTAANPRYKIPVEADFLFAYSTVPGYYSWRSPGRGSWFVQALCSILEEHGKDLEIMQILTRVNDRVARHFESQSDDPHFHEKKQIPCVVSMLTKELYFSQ
#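 buffer or medium = Zinc-free HEPES/NaCl buffer, pH 7.4 | material = Procaspase-7 triple mutant (PC-7 D3A) | input = 2 µM procaspase-7 mutant as dispensed | signal = Epi-absorbance of released pNA at 405 nm, two timepoints | timing = 1 h preincubation, 2 h reaction | replicates = singlicate compound testing | evaluation = % activation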
# CIT2 TOR yeast – alters CIT2-GFP fluorescence in TOR pathway yeast screen | S. cerevisiae CIT2-GFP strain, flow cytometry, 3 h; 100 means same as DMSO wells | AID 2029 | hit rate 0.065% among 320,000 | GFP response vs DMSO, % at 10 µM;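 active = GFP response relative to DMSO above a set limit, near the screen mean plus 3 SD, cut at about 150% in these data; inconclusive = Fewer than 70 cells measured for a yeast strain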;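 note: ratio of well median GFP fluorescence to mean of DMSO wells on the plate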
# * = called active by the depositor; ? = inconclusive; . = no result given; [ ] = dose if it differs, or a comment.
item	Molecule	AHR act	AGP1-GFP MLPCN	procasp3 activ	LAP4 TOR yeast	MEP2-GFP yeast	RPL19A TOR yeast	proCasp7 act	CIT2 TOR yeast
1	O=C(OCC(=O)N1CCC(Cc2ccccc2)CC1)c1ccccc1NCCO	3	102	2	104	100	102	5	89
2	CCOC(=O)c1c(CN(CC)CC)oc2cc(Br)c(O)cc12	0	101	11	95	101	97	-2	98
3	CSCCC(NS(=O)(=O)c1cccc(C(F)(F)F)c1)C(=O)N(C)CCOc1ccc(Cl)cc1 (configuration not stated)	7	105	3	110	94	99	0	92
4	Cc1ccc(S(=O)(=O)N2CCOCC2)cc1C(=O)NC(=S)N1CC(C)OC(C)C1 (configuration not stated)	-1	101	10	104	112	92	4	107
5	COc1ccc(CNC(=S)Nc2ccc(F)c(Cl)c2)cc1	0	101	-4	113	101	112	0	114
6	COc1ccc(CNC2c3ccccc3-c3ccccc32)cc1OC	6	75	5	75	85	86	-2	92
7	COc1ccc(-c2nc(CS(=O)CC(=O)NCc3ccc4c(c3)OCO4)c(C)o2)cc1OC (configuration not stated)	23	100	4	106	102	100	-3	100
8	O=C(COc1ccc(Cl)cc1)Nc1cc2c3c(c1)CC(=O)N3CCC2	9	112	1	110	100	101	9	104
9	CCCCNC(=O)c1cn(-c2ccc(OCC)cc2)c(=O)c2cc(OC)c(OC)cc12	-1	100	-2	98	99	98	8	101
10	Cc1cccc(C)c1Nc1nnc(SCC(=O)c2ccc(Br)s2)s1	1	88	-6	82	97	98	2	89
11	CCCCSc1nnc(CCNC(=O)OC(C)(C)C)o1	-4	114	-6	109	98	95	6	108
12	CC(C)(C)CN1C(N)=NC[C@H]1Cc1ccc(O)cc1	4	98	0	95	101	100	-1	100
13	O=C(CCl)Nc1cccc2ncccc12	1	109	4	107	106	104	1	113
14	COc1ccccc1NC(=O)C1CCCN(c2cc(C)nc3ncnn23)C1 (configuration not stated)	5	86	10	84	93	90	15	82
15	CSCCC(NC(=O)c1ccc(Cl)cc1)C(=O)OCC(=O)c1ccc[nH]1 (configuration not stated)	3	103	5	104	95	101	-8	93
16	O=C(Nc1cccc(C(F)(F)F)c1)C(SCCO)c1ccccc1 (configuration not stated)	7	98	14	95	115	105	-1	102
17	O=C(c1ccc2nc(Cc3ccccc3F)oc2c1)N1CC[C@H](O)C1	6	108	-6	104	108	100	0	107
18	CCCCOC(=O)c1ccc(NC(c2ccc(C)cc2)P(=O)(OC)OC)cc1 (configuration not stated)	8	98	-12	107	105	101	-11	91
19	O=C1CCC(C(=O)OC(C(=O)Nc2cc(Cl)cc(Cl)c2)c2ccccc2)=NN1 (configuration not stated)	2	92	12	98	96	92	-3	79
20	COc1ccc(N(CC(=O)NCc2ccc(F)cc2)C(=O)CCC(=O)Nc2ccccn2)cc1	0	89	3	90	92	94	8	94
21	Cc1sc2ncnc(NCc3ccco3)c2c1C	3	99	-5	108	107	94	-2	99
22	CCCc1cc(C(=O)O)c2ccccc2n1	-2	109	6	98	106	106	3	107
23	O=C1CN(C(=O)NCC(=O)N2CCCC2)c2ccccc2N1	3	95	6	89	97	96	2	92
24	Cc1nc2ccccc2nc(=O)c1NNc1ccc([N+](=O)[O-])cc1	47*	105	-24	99	98	98	-14	105

# Continued, starting with the last 2 of the part before.
item	Molecule	AHR act	AGP1-GFP MLPCN	procasp3 activ	LAP4 TOR yeast	MEP2-GFP yeast	RPL19A TOR yeast	proCasp7 act	CIT2 TOR yeast
23	O=C1CN(C(=O)NCC(=O)N2CCCC2)c2ccccc2N1	3	95	6	89	97	96	2	92
24	Cc1nc2ccccc2nc(=O)c1NNc1ccc([N+](=O)[O-])cc1	47*	105	-24	99	98	98	-14	105
25	COCc1ccc(C(=O)N2CCCC(C(=O)c3ccc(SC)cc3)C2)s1 (configuration not stated)	7	92	-1	97	88	104	-1	91
26	Cc1ccc(CNC(=O)c2ccc(Cl)c(S(=O)(=O)N3CCCCC3)c2)cc1	14	98	5	95	104	97	10	94
27	CSc1ncccc1C(=O)OCC(=O)N(CC(C)C)C1CCS(=O)(=O)C1 (configuration not stated)	-1	103	6	91	92	95	-6	108
28	COc1ccc(CCNC(=O)CCn2c(=O)c3cccn3c3ccc(F)cc32)c(OC)c1OC	2	100	5	101	106	98	5	101
29	O=C(Nc1ccc(N2CCOCC2)cc1)c1ccc(Cl)cc1N1CCCC1=O	3	100	2	100	99	93	2	99
30	CCn1c(=O)c2cc(C(=O)NCCN(C)C)sc2c2ccccc21	5	95	5	85	83	89	7	97
31	CN(C)/C=C/C(=O)/C=C/c1cn(-c2ncc(C(F)(F)F)cc2Cl)c2ccccc12	10	?	1	82[may fluoresce violet]	232*[may fluoresce violet]	41*[may fluoresce violet]	-9	?
32	CC(C)(C)C1=NN(C(=O)c2ccccc2)C(O)(C(C)(C)C)C1 (configuration not stated)	2	.	-6	109	107	108	11	105
33	COc1ccc(/C=C2\C(=O)c3ccccc3OC2c2ccccc2)cc1 (configuration not stated)	0	104	-9	103	101	102	-2	99
34	O=C(Nc1ccncc1)c1ccc(Br)cc1	1	87	-5	92	137	96	4	98
35	Cc1ccc(C(=O)OCC(=O)NC(C)C)cc1S(=O)(=O)N1CCOCC1	-1	107	-11	107	105	100	11	115
36	COC(=O)c1ccc(S(=O)(=O)NCc2ccco2)o1	0	101	-1	101	100	99	-6	103

# 3 entries from above, arranged by formula weight, rising:
item	Molecule	AHR act	AGP1-GFP MLPCN	procasp3 activ	LAP4 TOR yeast	MEP2-GFP yeast	RPL19A TOR yeast	proCasp7 act	CIT2 TOR yeast
34	O=C(Nc1ccncc1)c1ccc(Br)cc1	1	87	-5	92	137	96	4	98
33	COc1ccc(/C=C2\C(=O)c3ccccc3OC2c2ccccc2)cc1 (configuration not stated)	0	104	-9	103	101	102	-2	99
25	COCc1ccc(C(=O)N2CCCC(C(=O)c3ccc(SC)cc3)C2)s1 (configuration not stated)	7	92	-1	97	88	104	-1	91

# The list goes on:
item	Molecule	AHR act	AGP1-GFP MLPCN	procasp3 activ	LAP4 TOR yeast	MEP2-GFP yeast	RPL19A TOR yeast	proCasp7 act	CIT2 TOR yeast
37	CCC(=O)Nc1cc(OC)cc(OC)c1	4	106	-3	104	95	99	6	94
38	CC(C)(C)N1C(=O)c2ccc(C(=O)Nc3nccs3)cc2C1=O	8	106	13	94	99	103	-4	95
39	CCCC(=O)Nc1sc2c(c1C(=O)OC)C(C(=O)OC)CC2 (configuration not stated)	2	101	5	109	103	105	4	97
40	O=C(c1cccc2ccccc12)N1CCN(c2ccc([N+](=O)[O-])c(N3CCOCC3)c2)CC1	4	106	1	104	115	102	-5	107
41	O=C(NCCCN1CCOCC1)c1c(F)c(F)c(F)c(F)c1F	4	95	9	69	104	111	10	94
42	Cc1cn2c(=O)c(C(=O)N3CCN(c4ccccc4Cl)CC3)cnc2s1	-1	102	-2	100	101	98	-1	99
43	O=C(Nc1ccc(F)cc1)C(Sc1nnc2ccccn12)c1ccccc1 (configuration not stated)	0	99	4	96	103	99	1	105
44	CN(C)C(CNC(=O)c1ccccc1OCc1ccc(Cl)cc1)c1ccco1 (configuration not stated)	5	98	-12	97	95	101	-2	92
45	O=C1c2ccccc2S(=O)(=O)N1CCOc1ccccc1	11	106	-6	122	103	100	8	94
46	COCCCN1C(=O)C(=O)/C(=C(/O)c2ccc(OC)cc2)C1c1cccc(OC)c1 (configuration not stated)	-2	96	5	96	99	96	-14	102
47	CN(C)c1ncccc1-c1nc2ccccc2s1	1	80	-10	84	92	87	-1	.
48	O=C(O)C1CCCN1C(=O)C12CC3CC(CC(C3)C1)C2 (configuration not stated)	2	97	13	93	106	108	-1	99
49	CCOP(=O)(OCC)c1nc(-c2cccc3ccccc23)oc1NCc1ccc(OC)cc1	1	98	36*	94	95	96	61*	95
50	O=C(CCC(=O)NNC(=O)COc1ccc(Br)cc1)NCc1ccccc1	2	98	3	103	102	96	4	95
51	CC(=O)Nc1ccc(C(=O)NNC(=O)c2ccccc2-n2cccc2)cc1	0	97	1	101	106	99	-12	85
52	COc1ccc(CCNC(=O)c2cccc(S(=O)(=O)N3CCc4ccccc4C3)c2)cc1	1	102	-2	105	99	101	-2	98
53	Cc1nnc(SCC(=O)NCCOc2ccc(Cl)cc2)n1-c1ccccc1	-3	97	2	95	100	91	3	100
54	O=C(COc1ccc(Cl)cc1)Nc1ccc(CN2CCOCC2)cc1	3	97	11	101	97	97	-1	96
55	COc1ccc(N=C2SC(C(N)=O)CC(=O)N2CCc2ccc(OC)c(OC)c2)cc1 (configuration not stated)	4	102	1	102	102	100	-9	102
56	CCCCC1=CC2=CC(=O)C(C)(OC(=O)CC)C(=O)C2=CN1Cc1ccc(OC)cc1 (configuration not stated)	3	64	-4	110	88	84	-14	61
57	C=CCNCCCOc1ccc(C(C)(C)c2ccccc2)cc1	-3	97	1	98	103	103	-5	108
58	Cc1cc(C)cc(C(=O)NC(CC(N)=O)c2ccc(N3CCC(N4CCCCC4)CC3)c([N+](=O)[O-])c2)c1 (configuration not stated)	1	95	-8	96	98	101	-4	93
59	CCc1nnc(NC(=O)c2ccc(S(=O)(=O)N(CC)Cc3ccccc3)cc2)o1	7	99	-7	141	104	96	2	107
60	Cn1ncc(N=Cc2ccc([N+](=O)[O-])cc2)c1C(=O)Nc1ccccc1	5	112	1	107	105	108	2	102
61	O=C(CSc1ncnc2ccccc12)N1CCNC1=O	20	94	-3	86	87	93	5	94
62	CCSc1nnc(NC(=O)CSc2nc3c(c(=O)n2-c2ccccc2OC)SCC3)s1	2	99	4	94	97	97	-1	101
63	COC(=O)C1=C(C)OC(N)=C(C#N)C1c1c(C)nn(-c2ccccc2)c1Cl (configuration not stated)	0	101	7	.	111	94	-8	97
64	CN(C)c1ccc(NC(=O)CC(NCc2ccccn2)C(=O)O)cc1 (configuration not stated)	20	96	1	95	101	99	-14	95
65	Cc1nc2ccccc2n1CC(=O)N/N=C\c1ccccn1	1	98	1	102	97	96	-1	103
66	N#Cc1ccc(NC(=O)CN2CCN(c3ccccn3)CC2)cc1	8	96	-7	94	123	100	2	97
67	C/C(=N\NC(=O)c1cc(C)nc2ccccc12)c1ccccn1	5	97	5	98	97	97	4	102
68	Cc1nn(CC(=O)NCCc2ccc(Cl)cc2)c(C)c1[N+](=O)[O-]	3	99	-12	97	102	97	1	103
69	O=C(CN1CCCC1)Nc1nnc(-c2cccs2)s1	126*	100	-10	95	99	102	-5	103
70	CCOC(=O)C1(CCOC)CCN(Cc2cnc(-c3cccc(C)c3)nc2)CC1	4	92	-5	91	94	94	-6	84
71	Cc1c(C(=O)NCc2nnc(-c3ccccc3)o2)oc2c(F)cccc12	.	84	.	98	101	103	.	99
72	COc1ccc(NS(=O)(=O)c2c(C)[nH]c(C)c2C(=O)N2CCCCC2)cc1Cl	3	100	8	99	114	101	-13	106
73	Cc1ccccc1NC(=O)CSc1nc(O)cc(=O)n1C	0	94	8	98	103	92	-4	98
74	CCN(CC)CCOC(=O)c1ccc(NC(=O)c2ccc(Cl)c(S(=O)(=O)N3CCCCCC3)c2)cc1	1	100	9	98	97	96	1	99
75	COC(=O)Cn1cnc2c(C#N)c3n(c2c1=O)CCCC3	1	91	1	93	92	93	6	107
76	CC(=O)N(CN1C(=O)CCC1=O)c1cccc(Cl)c1	-1	106	7	97	105	103	-9	105
